Screens (PubChem)
SKN-1 block: suppressors of acrylamide-induced Pgst-4::GFP reporter in worms, primary screen, SKN-1 inhibitor project, whole organism, uHTS, GFP/RFP fluorescence ratio, strain VP596; inhibition, % at 21.8 µM; C. elegans VP596 Pgst-4::GFP/RFP ratio, 24 h; 360,000 tested, 0.49% active; AID 624304, 2012;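 active = interference check ratio from 0.5 to 1.5 plus GFP to RFP signal ratio inhibition reaching or exceeding a fixed threshold, cut at about 30% in these data, passing the limit was not always enough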; note: some compounds called inactive have numbers as strong as hits
MsrA act: bovine MsrA enzyme activators, primary screen, biochemical, absorbance, HTS | Methionine sulfoxide reductase A (Bos taurus) | purified bovine MsrA, absorbance read-out | activation, % at 10.6 µM | 360,000 tested, 0.3% active | AID 602163, 2012; in the data active = activation above about 7.5%;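 note: 0% = vehicle and 100% = reference activator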
CendR NRP1 mod: modulators of CendR peptide binding to NRP-1, primary screen, biochemical, fluorescence polarization, uHTS | Neuropilin-1 (Homo sapiens), O14786 | FAM-RPARPAR peptide binding to NRP-1 | inhibition, % at 25 µM | 360,000 tested, 0.85% active | AID 602438, 2012;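 active = inhibition or corrected inhibition above about 18%, plus a signal ratio from 0.5 to 1.5, limit read from the data, passing the limit was not always enough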; note: strong numbers were not always called active
Target sequence (O14786 whole entry, looked up): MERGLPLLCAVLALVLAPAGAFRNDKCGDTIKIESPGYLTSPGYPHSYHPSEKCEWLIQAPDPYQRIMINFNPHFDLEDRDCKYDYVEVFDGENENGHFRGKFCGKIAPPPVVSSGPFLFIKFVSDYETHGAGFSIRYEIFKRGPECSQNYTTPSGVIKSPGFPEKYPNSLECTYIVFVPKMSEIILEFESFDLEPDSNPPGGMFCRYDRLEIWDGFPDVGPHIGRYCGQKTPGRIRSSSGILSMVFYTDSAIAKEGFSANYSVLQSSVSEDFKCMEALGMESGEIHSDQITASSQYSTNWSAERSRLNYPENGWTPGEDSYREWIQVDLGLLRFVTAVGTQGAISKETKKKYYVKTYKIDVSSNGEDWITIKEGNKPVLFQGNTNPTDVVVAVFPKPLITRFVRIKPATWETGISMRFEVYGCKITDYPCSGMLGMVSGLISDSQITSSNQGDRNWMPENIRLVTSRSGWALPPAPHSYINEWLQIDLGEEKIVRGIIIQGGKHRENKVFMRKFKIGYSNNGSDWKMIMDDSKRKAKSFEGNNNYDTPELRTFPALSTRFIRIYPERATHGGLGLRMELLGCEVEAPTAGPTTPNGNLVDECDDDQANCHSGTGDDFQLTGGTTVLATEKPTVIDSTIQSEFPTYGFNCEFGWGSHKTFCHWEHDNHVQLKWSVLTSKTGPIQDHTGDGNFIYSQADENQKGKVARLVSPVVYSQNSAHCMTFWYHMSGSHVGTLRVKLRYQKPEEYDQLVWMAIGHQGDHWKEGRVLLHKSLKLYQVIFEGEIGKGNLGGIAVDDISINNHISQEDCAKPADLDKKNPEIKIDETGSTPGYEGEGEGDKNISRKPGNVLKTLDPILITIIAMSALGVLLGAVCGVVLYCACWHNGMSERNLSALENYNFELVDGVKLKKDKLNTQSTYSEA
MLLE-PAM2 inh: inhibitors of PABP1 MLLE–PAM2 peptide binding, primary screen, biochemical, fluorescence polarization, FITC-PAM2, GST-MLLE; AID 588489, 2011; inhibition, % at 20 µM; 360,000 tested, 0.36% active; Polyadenylate-binding protein 1 (Homo sapiens), P11940; in the data active = inhibition above about 35%, passing the limit was not always enough;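 note: plate controls were DMSO wells with GST-MLLE for no effect and wells lacking GST-MLLE protein for full effect; some results filed as inactive read as strong as hits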
TbMetRS inhib: T. brucei MetRS inhibitors, primary screen, biochemical, luminescence; purified T. brucei MetRS, ATP depletion, Kinase-Glo luminescence; AID 624268, 2012; 360,000 tested, 0.4% active; inhibition, % at 11.9 µM;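 active = inhibition above a per-plate cutoff of the control wells' mean inhibition plus 3 SD, cut at about 5.5% in these data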;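 note: 0% = DMSO wells median and 100% = median of wells with control inhibitor compound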
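Test system – parasite MetRS enzyme · Reagent – substrates ATP, L-methionine and bulk Escherichia coli tRNA · Doses – 11.9 µM compound single dose, 0.9% DMSO · Times – 15 min enzyme-compound preincubation, 2 h reaction, 10 min detection, 25 °C · Signal – Kinase-Glo luminescence, ATP depletion format · Controls – DMSO-only wells as low control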
E coli Lon inh: inhibitors of E. coli Lon protease, primary screen, biochemical, fluorescence polarization. P0A9M0. purified E. coli Lon protease. inhibition, % at 7.94 µM. 360,000 tested, 0.42% active. AID 602123, 2011; in the data active = inhibition above about 13%, passing the limit was not always enough;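 note: 0% = enzyme with probe and DMSO and 100% = no enzyme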
MT1-MMP act inh: blockers of MT1-MMP proenzyme processing, primary screen, HT1080 RFP-PRO-GFP cells, GFP/RFP fluorescence | Matrix metalloproteinase-14 (Homo sapiens), P50281 | GFP/RFP ratio fluorescence, overnight; percent of plate control window, DMSO zero | GFP/RFP ratio change, % at 20 µM | 360,000 tested, 0.061% active | AID 651647, 2012;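 active = GFP/RFP ratio change of at least 30% with cell ATP level not reduced by more than half and red fluorescence within 50% of control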; note: strong numbers were not always called active
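Test system: HT1080 RFP-PRO-GFP cells; Benchmarks: DMSO and RFP-L50D-GFP cell wells; Timing: cells overnight before dosing, compound overnight, 37 °C, 5% CO2; Compound: one 20 µM compound dose with 1% DMSO; Read-out: GFP/RFP fluorescence ratio.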
MsrA inhibitor: bovine MsrA enzyme inhibitors, primary screen, biochemical, absorbance, HTS; Methionine sulfoxide reductase A (Bos taurus); inhibition, % at 15.5 µM; AID 651718, 2012; 360,000 tested, 0.75% active; purified bovine MsrA, absorbance read-out; in the data active = inhibition above about 4.5%;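 note: 0% = vehicle wells with enzyme and 100% = reference inhibitor wells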
FAS-TE inh: FAS thioesterase domain inhibitors, primary screen, biochemical, fluorescence intensity, uHTS; Fatty acid synthase (Homo sapiens), P49327; 360,000 tested, 0.67% active; inhibition, % at 15 µM; recombinant FAS-TE, OMFH fluorogenic substrate, fluorescence endpoint;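 active = compounds whose normalised, plate-corrected inhibition of enzyme fluorescence in the single-dose primary screen is 50% or more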;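 note: 0% = DMSO with enzyme and 100% = substrate without enzyme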
Starred values were filed as active, the others as inactive; x = not tested or not shown. Some of the compounds tested; the hit share may differ from the screen's.

SMILES,SKN-1 block,MsrA act,CendR NRP1 mod,MLLE-PAM2 inh,TbMetRS inhib,E coli Lon inh,MT1-MMP act inh,MsrA inhibitor,FAS-TE inh
O=C1NC(=O)N(CC2CCCO2)C(=O)/C1=C/c1cccs1 (configuration not stated),11,-3,-2,15,-0.5,1,4,1.3,-8
CCC(C)C12CN3CCN(CC(C)(C3)C1O)C2 (configuration not stated),1,-3,-2,4,2.8,0,2,0.8,-6
COc1cc2c(c(OC)c1OC)-c1ccc(O)cc1C(NC(C)=O)CC2 (configuration not stated),3,-2,2,6,-0.3,-7,14,0.3,-4
COC(=O)C1=C(c2ccc(OCc3ccccc3)cc2)C[C@@H]2CC[C@H]1N2C(=O)NCc1cccc(OC)c1,9,1,-10,-4,-0.2,5,-3,0.1,25
CCCCn1c(O)c(C(CC)=NCCCN(C)C)c(=O)[nH]c1=O,-6,-12,-10,-4,-1.6,-2,-2,-1.1,-6
CN1C(=O)C[N+]([O-])=C(c2ccccc2)c2cc(Cl)ccc21,-7,-10,-3,-7,-0.2,-7,-2,0.8,-10
NCCc1ccc(OCc2ccccc2)c(OCc2ccccc2)c1,-10,-10,-3,4,-0.6,9,3,-0.7,-11
COC(=O)C1C2c3ccccc3OC1(C)N=c1s/c(=C/c3cnn(C)c3)c(=O)n12 (configuration not stated),6,-1,6,-21,0.1,-10,1,2.2,-5
CCC1=C(C)C(N2CCOCC2)=NP(N2CCOCC2)(N2CCOCC2)=N1,-16,-2,0,-1,-0.7,-6,-7,-1.3,-6
O=C(CCCC1=NS(=O)(=O)c2ccccc2N1)N1CCC2(CC1)OCCO2,9,-1,7,10,-0.6,6,3,-0.7,-6
O=C1NC(=O)C2(CCN(S(=O)(=O)c3ccccc3)CC2)C(=O)N1,7,-13,5,8,-0.2,-9,1,1.0,-11
CC(N=Cc1c(O)n(C2CC2)c(=S)[nH]c1=O)c1ccccc1 (configuration not stated),-7,-5,-1,27,0.0,8,-2,2.5,3
CCCC(=O)c1ccc(CP(=O)(OCC)OCC)o1,2,-3,8,-4,-0.2,18,-4,-0.3,-7
Nc1c2c(nc3sc4c(c13)CCCC4)CCCCC2,4,-4,-1,-6,-1.3,-2,1,0.8,-5
CN1C(=O)N(C)C(=O)C2(Cc3cc([N+](=O)[O-])ccc3N(C)C2)C1=O,8,-4,-4,-4,0.2,-17,4,0.8,-4

Continued, starting with the last four of the part before.
SMILES,SKN-1 block,MsrA act,CendR NRP1 mod,MLLE-PAM2 inh,TbMetRS inhib,E coli Lon inh,MT1-MMP act inh,MsrA inhibitor,FAS-TE inh
CC(N=Cc1c(O)n(C2CC2)c(=S)[nH]c1=O)c1ccccc1 (configuration not stated),-7,-5,-1,27,0.0,8,-2,2.5,3
CCCC(=O)c1ccc(CP(=O)(OCC)OCC)o1,2,-3,8,-4,-0.2,18,-4,-0.3,-7
Nc1c2c(nc3sc4c(c13)CCCC4)CCCCC2,4,-4,-1,-6,-1.3,-2,1,0.8,-5
CN1C(=O)N(C)C(=O)C2(Cc3cc([N+](=O)[O-])ccc3N(C)C2)C1=O,8,-4,-4,-4,0.2,-17,4,0.8,-4
CCOC(=O)C(O)(c1ccc(N(CC)S(=O)(=O)c2ccccc2)cc1)C(F)(F)F (configuration not stated),-13,-4,9,-2,-0.7,5,3,0.2,10
O=c1c2ccccc2nc(-c2cccs2)n1-c1cnccn1,-2,-3,4,-14,-1.4,0,1,0.8,-3
COc1ccc(-n2c(/C=C/c3ccc(O)c(O)c3)nc3ccccc3c2=O)cc1,14,-6,-92,-82,-0.2,-125,-75,2.4,2
C=CC[N+]1(C)C2CCC1CC(O)C2 (configuration not stated),1,0,21*,6,-0.1,-7,4,0.0,-6
Cc1cc(C=C2C(=O)NC(=S)NC2=O)c(C)n1C1CCCC1,7,-2,-54,-33,0.1,3,-11,0.4,-5
COCCCNC(=O)c1c(NC(=O)c2ccccc2Cl)n(Cc2ccccc2)c2nc3ccccc3nc12,-1,-3,-53,-12,0.1,-1,-31,-1.6,5
O=c1[nH]c(=O)n(-c2cccc(Cl)c2)c(O)c1C=NCCCN1CCOCC1,-5,-1,15,3,-0.7,-9,6,13*,-2
O=C(O)CCn1cc(C=C2C(=O)NC(=S)NC2=O)c(-c2cccc(Br)c2)n1,6,-4,-52,32,0.2,0,-2,0.8,-3
CCCCn1c(O)c(C(CC)=Nc2cccc(C(=O)O)c2)c(=O)[nH]c1=O,9,-1,12,-8,-0.5,-11,-10,-0.3,-1
c1ccc(CN2Cc3ccccc3-n3nncc3C2)cc1,3,-3,-10,6,-0.3,7,2,0.8,-5
COc1ccc(-c2nc3ccccc3n2OC(=O)N(C)C)cc1,2,1,6,0,0.7,-4,1,-0.5,-6
COc1ccc(C(=O)C2CCCN(C3CSCCSC3)C2)c(C)c1 (configuration not stated),0,-3,-8,-2,-0.9,1,-1,1.0,10
c1ccc(C2NCCc3[nH]cnc32)cc1 (configuration not stated),0,-1,3,-4,-0.8,12,-8,-0.3,-8
O=C(NN=Cc1ccc(N(CCCl)CCCl)cc1)c1cccnc1,-2,-6,7,-4,0.2,-16,6,5.2*,-8
CCn1c(P(C)(=O)O)nc2cc(NC(=O)c3ccccc3F)ccc21,15,-3,7,-6,-0.8,3,-3,-0.6,-11
COC(=O)c1c(C)n(Cc2ccccc2)c2ccc(O)cc12,-1,-3,-4,-2,-0.3,0,0,1.4,-1
C#C[C@]1(O)CC[C@H]2[C@@H]3CCC4=Cc5nc6nc7ccccc7n6cc5C[C@]4(C)[C@H]3CC[C@@]21C,24,-8,-46,-19,-0.9,-39,-48,0.1,19
O=C1NC(=O)N(Cc2ccccc2)C(=O)/C1=C/C=C/c1ccco1,8,-1,-252,-118,0.3,-239,-16,-0.5,-2
COc1ccc(CC(=O)N(C)C2CCCN(Cc3ccccc3F)C2)cc1OC (configuration not stated),-5,-11,-15,1,-1.6,4,x,0.5,-1
COC(=O)C1=C(c2cc3ccccc3o2)C[C@@H]2CC[C@H]1N2C(=O)NC(C)C,15,-1,7,2,0.2,-6,5,-0.1,-9
Cc1ccc(OC(=O)N(C)C[C@H]2OCc3cnnn3CCCC(=O)N([C@H](C)CO)C[C@@H]2C)cc1,-5,-3,-3,1,-1.1,-10,1,0.0,-5
O=C1NC(=O)C(=Cc2c(Cl)cccc2Cl)C(=O)N1,-6,1,-8,21,-0.1,-24,5,0.4,-6
COc1ccc(CC2c3cc(OC)c(OC)cc3CCN2C)cc1OC (configuration not stated),-15,-7,-7,-14,-2.0,-2,-4,1.5,-5
CC[C@H](C)/C=C(C)/C=C/C1=CC2=C(Cl)C(=O)[C@](C)(OC(C)=O)C(=O)C2=CO1,19,-8,-59,-53,-0.2,12,1,x,2
CC(CC(C#N)(c1ccccc1)c1ccccc1)N(C)C (configuration not stated),1,-2,-12,-4,-1.0,-11,-6,-0.2,-1
Cc1ccc(-n2c(O)c(/C=N/N3CCOCC3)c(=O)[nH]c2=S)cc1,-2,-7,-22,6,-0.8,-18,-1,2.7,-14
COc1cc(CN2CCNCC2)cc(OC)c1OC,3,-10,0,-5,-1.1,-4,2,-0.1,-5
O=C(Cc1cc(=O)[nH]c(=O)[nH]1)N1CCN(CCO)CC1,-4,-3,8,13,-1.3,-6,-1,0.5,-4
COc1ccc(CCn2c(O)c(/C=N/N3CCCCC3)c(=O)[nH]c2=O)cc1OC,8,-3,-10,10,0.5,-4,2,-0.4,-7
CC(C)(O)C1C2OC(=O)C1C1(O)CC3OC34C(=O)OC2C14C (configuration not stated),20,-1,1,5,0.1,-5,-4,-2.2,0
O=[N+]([O-])c1ccc(N2CCNCC2)cc1N1CCCCC1,10,-10,4,18,-0.4,-7,-14,1.4,-5
CC1CCN(C(=O)CCl)CC1,-7,-5,13,-13,-1.0,3,1,-0.5,-2
COP(=S)(OC)c1c(C)nn(CCC#N)c1NC(=O)c1ccc(Cl)cc1,5,0,0,-21,0.0,1,4,-0.3,2
CC(CN1CCOCC1)OC(=O)Cc1ccccc1 (configuration not stated),8,-1,-2,-15,0.4,-4,6,-1.1,-3
Cc1nc2c(c(C)nn2-c2ccccc2)c(C)c1CCC(=O)N1CCC2(CC1)OCCO2,15,-1,51*,-6,-0.3,1,-2,x,5
N=C1c2ccccc2CN1NC(=O)c1ccco1,26,-9,6,11,-0.5,-1,-3,1.1,-7
O=C1c2ccccc2C(=O)N1Cc1nc2ccccc2c(=O)n1-c1cccnc1,0,0,2,7,-0.1,4,0,0.2,-2
Brc1ccc2c(c1)C(OC1CN3CCC1CC3)c1ccccc1CS2 (configuration not stated),8,1,-4,6,-0.7,5,-18,-1.0,-2
Cc1c2cnn(CC(=O)N3CCC4(CC3)OCCO4)c(=O)c2c(C)n1Cc1ccccc1,-13,0,-12,16,-0.3,-9,1,0.0,2
O=C(c1ccc(C(F)(F)F)cc1)C1CCCN(C2CCSCC2)C1 (configuration not stated),4,0,0,-12,-0.3,-5,-1,1.7,0

Profiles, quoted from the list.
COP(=S)(OC)c1c(C)nn(CCC#N)c1NC(=O)c1ccc(Cl)cc1 as listed: SKN-1 block = 5; MsrA act = 0; CendR NRP1 mod = 0; MLLE-PAM2 inh = -21; TbMetRS inhib = 0.0; E coli Lon inh = 1; MT1-MMP act inh = 4; MsrA inhibitor = -0.3; FAS-TE inh = 2
N=C1c2ccccc2CN1NC(=O)c1ccco1 as listed: SKN-1 block = 26; MsrA act = -9; CendR NRP1 mod = 6; MLLE-PAM2 inh = 11; TbMetRS inhib = -0.5; E coli Lon inh = -1; MT1-MMP act inh = -3; MsrA inhibitor = 1.1; FAS-TE inh = -7
